SENP1 FRET inh – inhibitors of human SENP1 SUMO protease catalytic domain | inhibition, % at 10 µM | Q9P0U3 | recombinant SENP1 catalytic domain, CyPet-SUMO1-YPet FRET cleavage | hit rate 0.21% among 360,000;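 active means inhibition at least 30% at 10 µM, raw YFP signal under a set limit, fluorescence ratio 0.5 to 1.5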;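 further: 0% = enzyme with DMSO and 100% = no enzyme wells; some results filed as inactive read as strong as hits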
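Test system: human SENP1 catalytic domain; medium: Tris pH 8 buffer plus EDTA, NaCl, BME, BSA, NP40, catalase; incubation: 50 min reaction at room temperature; technique: FRET, CFP and YFP emission; controls: no-enzyme low control and enzyme-plus-DMSO high control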
Apaf1 inhib – human Apaf-1 inhibition | O14727 | reconstituted apoptosome caspase-3 activity, DEVD-Rh110 fluorescence | inhibition, % at 20 µM | hit rate 0.71% among 330,000 | AID 489030; active means inhibition of at least 40% at 20 µM;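 further: plate controls were DMSO wells for no effect and DEVD-CHO caspase inhibitor wells for full effect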
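Material: reconstituted apoptosome with Apaf-1, cytochrome c, caspase-9, procaspase-3, dATP; medium: pH 7.5 Hepes buffer with CHAPS, BSA, DTT; also added: cytochrome c and DEVD-Rh110 substrate; timing: 30 min plus 50 min, RT; signal: Rh110 fluorescence intensity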
HKDC1 inhibitor – inhibitors of human hexokinase HKDC1; recombinant HKDC1, G6PDH/diaphorase resazurin coupled fluorescence; inhibition, % at 20 µM; hit rate 0.16% among 340,000; AID 493160;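 active means inhibition above about 35% when tested at 20 µM, limit read from the data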;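 further: plate controls were DMSO wells with enzyme for no effect and DMSO wells lacking enzyme for full effect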
Target sequence (Q2TB90 whole entry, looked up): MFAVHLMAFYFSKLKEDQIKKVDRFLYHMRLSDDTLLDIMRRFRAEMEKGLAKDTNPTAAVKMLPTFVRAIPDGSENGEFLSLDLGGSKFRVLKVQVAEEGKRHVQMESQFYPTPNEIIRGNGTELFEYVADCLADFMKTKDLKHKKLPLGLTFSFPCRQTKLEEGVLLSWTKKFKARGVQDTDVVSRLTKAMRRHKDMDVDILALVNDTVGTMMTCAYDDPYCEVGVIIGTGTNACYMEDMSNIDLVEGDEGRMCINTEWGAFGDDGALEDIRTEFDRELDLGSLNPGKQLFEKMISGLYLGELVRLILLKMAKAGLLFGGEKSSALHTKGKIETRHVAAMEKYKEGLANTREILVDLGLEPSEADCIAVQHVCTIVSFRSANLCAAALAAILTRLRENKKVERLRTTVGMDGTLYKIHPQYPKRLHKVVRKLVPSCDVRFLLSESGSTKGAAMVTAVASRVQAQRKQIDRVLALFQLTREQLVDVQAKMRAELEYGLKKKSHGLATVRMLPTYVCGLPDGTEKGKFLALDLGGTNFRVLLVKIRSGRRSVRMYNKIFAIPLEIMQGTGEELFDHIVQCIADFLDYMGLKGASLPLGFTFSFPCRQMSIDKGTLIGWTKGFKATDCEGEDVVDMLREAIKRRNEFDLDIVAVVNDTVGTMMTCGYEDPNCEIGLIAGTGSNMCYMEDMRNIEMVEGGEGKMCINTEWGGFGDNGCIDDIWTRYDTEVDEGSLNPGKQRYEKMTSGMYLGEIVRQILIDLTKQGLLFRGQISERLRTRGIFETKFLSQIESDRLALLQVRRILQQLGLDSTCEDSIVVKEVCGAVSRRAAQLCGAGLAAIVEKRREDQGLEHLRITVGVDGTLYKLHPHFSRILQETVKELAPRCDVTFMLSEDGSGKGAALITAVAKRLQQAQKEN
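Test system: HK5 enzyme. Quantity: 5 µg/mL HK5 final. Reagent: glucose and ATP substrates. Schedule: 90 min reaction incubation at room temperature, dark. Technique: resazurin-to-resorufin fluorescence via G6PDH and diaphorase coupling, 525/613 nm. Control set: DMSO wells with and without enzyme mix.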
NLRP3 yeast inh – NALP3 inhibition in yeast | Yeast reconstituted NLRP3/ASC/caspase-1, beta-gal luminescence, 24 h | inhibition, % at 10 µM | hit rate 0.39% among 330,000 | AID 2825;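 active means inhibition of 50% or more; inactive means inhibition below 50%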;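 further: plate controls were induced DMSO wells for no effect and uninduced yeast grown without galactose for full effect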
SENP8 block-1 – inhibitors of human SENP8 protease | Q96LD8 | purified SENP8, Z-RLRGG-aminoluciferin cleavage, luminescence | inhibition, % at 10 µM | hit rate 1.2% among 330,000 | AID 2540; in the data active means inhibition above about 50%
SENP6 block – blocks the human protease SENP6 | inhibition, % at 10 µM | AID 2599 | Recombinant SENP6 catalytic domain, aminoluciferin luminescence | Q9GZR1 | hit rate 1.8% among 330,000;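 active means inhibition above about 50% at the single tested dose, limit read from the data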;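 further: plate controls were DMSO wells with enzyme for no effect and DMSO wells lacking enzyme for full effect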
SENP7 block – SENP7 protease inhibition | Q9BQF6 | recombinant SENP7, Z-RLRGG-aminoluciferin luminescence, 40 min | inhibition, % at 5 µM | hit rate 1.5% among 330,000;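 active means inhibition above about 50% at the single test dose, limit read from the data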;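 further: plate controls were DMSO with enzyme for no effect and no enzyme buffer wells for full effect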
PfGluPho inh – PfG6PD (Plasmodium falciparum) enzyme inhibition; PfGluPho enzyme, NADPH resazurin-diaphorase fluorescence; inhibition, % at 20 µM; hit rate 0.78% among 350,000; AID 504690;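 active means inhibition reaching at least a set limit at 20 µM in the primary screen, cut at about 59% in these data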;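 further: 0% = DMSO wells with substrate and 100% = DMSO wells lacking glucose-6-phosphate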
SENP8 block-2 – SENP8 (human) protease inhibition; hit rate 0.64% among 360,000; recombinant SENP8, Nedd8 substrate fluorescence; inhibition, % at 20 µM; AID 602440; in the data active means inhibition mostly above about 40%, no sharp cut-off; inactive means mostly below about 27%
The depositor's hits bear a star; · = not tested or not shown.

SMILES	SENP1 FRET inh	Apaf1 inhib	HKDC1 inhibitor	NLRP3 yeast inh	SENP8 block-1	SENP6 block	SENP7 block	PfGluPho inh	SENP8 block-2
c1ccc(-c2ccccc2OCCCN2CCCC2)cc1	0	-6	2	-2	-3	-4	-8	-9	13
CCOc1ccc(CN2C(=O)c3ccccc3C2=O)cc1C(=O)O	3	5	-4	3	1	-6	-3	-9	11
CN(C)C(CNC(=O)CCNC(=O)c1ccc(Br)cc1)c1ccco1 (stereo not given)	-7	-2	-4	17	-8	-2	-13	3	-24
O=C(COC(=O)c1ccc(Cl)nc1)Nc1ccc2c(c1)OCCO2	1	-11	-5	11	-1	11	11	3	12
Cc1c(C(=O)Nc2ccccc2F)cnn1-c1ccccc1	-2	0	-4	47	18	29	25	16	7
Cc1cccc(C(=O)N[C@@H]2c3ccccc3C[C@@H]2O)n1	3	-1	-5	6	1	-11	-2	2	1
CC(=O)N=C(N)Sc1nc2ccccc2[nH]1	2	7	0	12	-9	15	-3	-10	8
COC(=O)c1cc(C#N)c(OC)nc1C	2	-3	-8	-5	-1	10	-5	14	6
CN(C)/C=N/c1nc2nccc(-c3ccc(F)cc3)n2n1	0	15	-11	16	1	-1	9	-9	-383
CCOC(=O)CSc1nc2c(sc(=S)n2-c2ccc(OCC)cc2)c(=O)[nH]1	1	7	-6	24	3	-2	10	-9	6
COc1cc(/C=C2/C(=N)N3C(c4ccccc4)=CSC3=NC2=O)ccc1OCC(=O)O	-33	-4	13	4	-1	15	6	-28	-6
COc1ccc(N(C(=O)c2snc(C(N)=O)c2N)C(C(=O)NC2CCCC2)c2cccs2)cc1OC (stereo not given)	-3	1	3	-2	4	2	0	-11	-132
CC(C)CCc1noc(CN2CCN(c3ccc(Cl)cn3)CC2)n1	2	4	-8	14	-4	-2	-6	-1	-15
CCOC(=O)C1=C(C)N=c2s/c(=C\c3ccc(OCC(=O)O)cc3)c(=O)n2C1c1ccccc1 (stereo not given)	-27	28	-1	22	-6	11	2	-13	-12
Cc1c(C(=O)N2CCCCC2)c(S(=O)(=O)NCc2ccc(F)cc2)c(C)n1C	-3	-1	-5	2	-9	-5	12	2	-4
Cc1ccc(CNC(=O)c2cc3c(C)nc4ccccc4c3o2)cc1	2	9	-1	19	-6	-15	0	53	11
O=C(CSc1nnc(-c2cnccn2)n1Cc1ccco1)c1ccc(Cl)c(Cl)c1	0	21	-2	-3	-11	-4	0	25	2
C/C(=N\NC(=O)c1cc(O)ccc1O)c1cccc(NC(=O)c2ccc(Cl)cc2)c1	8	26	8	18	-6	26	-1	34	-9
CC(C)C1OC(c2cccc(NC(=O)c3cccs3)c2)OCC1(C)C (stereo not given)	-1	15	-2	-6	-10	-5	-5	24	32
O=C(O)CCCC(=O)N1N=C(c2ccco2)CC1c1ccco1 (stereo not given)	1	-1	-6	21	-1	9	11	-11	9
O=C(c1cccc(S(=O)(=O)NCc2ccccc2)c1)N1CCN(Cc2ccccc2)CC1	1	22	3	17	-16	-4	-14	-5	10
O=C(NNC(=O)c1sccc1-n1cccc1)c1ccc(Cl)cc1	1	-14	-5	7	4	-9	1	-5	18
Cn1cc(Br)c(NC(=O)/C=C/C(=O)O)n1	4	-23	-5	4	-3	-5	-7	12	34
O=C(NC(=S)Nc1ccc(S(=O)(=O)N2CCOCC2)cc1)c1ccccc1[N+](=O)[O-]	0	3	-6	-6	-2	0	-8	-2	3
COc1ccccc1NS(=O)(=O)c1cccc(C(=O)NCc2ccccn2)c1	1	2	-4	3	-6	-22	7	-1	15
COc1ccc(NC(=O)c2noc3c2CCC3)cc1	1	2	5	9	71*	22	81*	8	18
CC[C@]12c3[nH]c4ccccc4c3CCN1C(=O)C(CC(=O)NCCCOC)C[C@@H]2C(=O)N1CCN(C(=O)c2ccco2)CC1 (stereo not given in full)	-1	-14	-5	-3	3	12	4	2	6
CCOc1ccc(NCc2cccn2-c2nnc(N3CCC(C(=O)NCCCN4C(C)CCCC4C)CC3)s2)cc1 (stereo not given)	-1	16	4	7	-3	-3	-1	-6	16
Cc1[nH]c2ccccc2c1C(=O)CSc1nnc(C2CC2)o1	0	1	-3	24	-2	-4	1	48	13
O=C(COC(=O)c1ccc(Cl)cc1)NCC1CCCCC1	5	9	-4	11	6	4	5	-10	18
COc1ccc(/C=C(/C#N)C(=O)Nc2cccnc2)cc1OC	-1	6	9	9	-7	-8	0	2	-33
COc1ccc(N2C(=O)CSC23C(=O)Nc2ccccc23)cc1 (stereo not given)	1	-3	-1	8	4	-16	-2	3	17
CC(C)c1ccccc1NC(=O)COC(=O)c1cccnc1	1	-5	3	27	2	4	-6	-22	2
Cc1ccc(NC(=O)CNC(=O)c2ccc(Br)o2)nc1	0	6	-2	20	-14	-5	10	8	7
CCOC(=O)N1CCN(C(=O)CSc2nnc(COc3ccc(Cl)cc3)o2)CC1	2	5	-5	16	5	8	-2	-3	20
O=C(Cc1ccc(Cl)cc1)NNC(=S)NC(=O)c1cccs1	2	0	-7	30	3	-13	-4	-17	11
COC(=O)C1CCCN1C(=O)C12CC3CC(CC(C3)C1)C2 (stereo not given)	-2	-22	3	4	-6	3	9	-14	18
CC(=O)N/C(=C\c1ccccc1)C(=O)OCC(=O)N(CC(C)C)c1c(N)n(Cc2ccccc2)c(=O)[nH]c1=O	-6	1	0	1	-4	-3	-9	-8	-1
CC(C)CCNCC(=O)NC(c1ccccc1)c1ccccc1	2	-9	-1	-4	0	-5	1	7	24
Cn1nnc2cc(C(=O)NC3CCCCC3)ccc21	2	1	5	4	-12	-18	-12	-5	26
COc1cc(CC(=O)OCC(=O)NC2CCCCCC2)cc(OC)c1OC	0	6	-8	19	-1	-6	6	-1	-1
CC[C@]12c3[nH]c4cc(CCC(=O)N(C)C)ccc4c3CCN1C(=O)[C@@H](CC(=O)NCCc1ccccn1)C[C@@H]2C(=O)N1CCN(C(=O)c2ccco2)CC1	0	9	-5	·	·	·	-5	-7	3
O=C(CSc1nnc(CNC(=O)c2ccco2)o1)Nc1ccc(OC(F)(F)F)cc1	2	-9	5	1	-9	-6	-1	-15	14
CC(=O)Nc1ccc(S(=O)(=O)N(C)CC(=O)OCC(=O)N2CC(C)OC(C)C2)cc1 (stereo not given)	0	3	-3	0	-23	-29	-8	-16	17
O=C(CCc1ccccc1)NCc1ccccn1	-3	-21	-11	-11	5	-7	1	3	16
COc1ccc(OCc2nnc(SCC(=O)O)n2N)cc1	0	0	-2	3	-8	2	7	1	9
Cc1ccccc1CN1CCCC(C(=O)Nc2ccccc2Oc2cccnc2)C1 (stereo not given)	-2	14	-5	5	-2	3	6	-7	-1
CC(C)c1nnc(SCC(=O)N2CCc3ccccc32)n1C	3	-5	-3	1	0	5	7	-3	12
Cc1c(NC(=O)C(C)OC(=O)[C@@H](NC(=O)c2ccccc2)C(C)C)c(=O)n(-c2ccccc2)n1C (stereo not given in full)	1	-8	17	2	2	-3	-1	7	9
O=C(O)c1ccc(CNC(=S)Nc2ccccc2)cc1	3	-9	-17	12	8	-3	2	7	4
The listing continues:
SMILES	SENP1 FRET inh	Apaf1 inhib	HKDC1 inhibitor	NLRP3 yeast inh	SENP8 block-1	SENP6 block	SENP7 block	PfGluPho inh	SENP8 block-2
O=C(CSc1ccc2c(c1)OCCO2)NCCN1C(=O)CSC1=O	4	3	-7	5	-13	-6	-6	-15	20
CCc1cc(=O)oc2c(C)c(OCC(=O)N3CCCc4ccccc43)ccc12	-1	27	-10	7	-3	-10	-13	-12	-11
O=C(Nc1cc(S(=O)(=O)N2CCCC2)ccc1Cl)c1ccncc1	0	-9	6	13	4	17	2	4	7
O=C(OCc1ccccc1)C1=[N+]([O-])OC(C(=O)OCc2ccccc2)C1c1c[nH]c2ccccc12 (stereo not given)	-3	24	1	7	-3	-18	14	2	14
CCN(CC)CCCNC(=O)C1CCN(c2ncnc3c2sc2cccc(F)c23)CC1	-10	8	-1	-2	2	-12	-3	9	-180
CCOC(=O)c1c(NC(C)=O)sc2c(OCC(O)CNC(C)(C)C)c(Br)ccc12 (stereo not given)	-2	13	23	15	-3	11	-2	15	-190
CC1CCCCN1C(=O)/C(=C\c1ccccc1)c1ccccc1 (stereo not given)	1	4	-10	-2	-11	1	-6	-1	23
CN1CCC23c4ccccc4NC1C21CCN(C)C3Nc2ccccc21	-1	4	-6	4	-7	-9	-17	5	6
CC(C)(C)NC(=O)NCc1cccnc1	1	-2	3	-12	2	-11	9	-5	13
COc1ccc(C2C([N+](=O)[O-])=C(C)N(C)C(=O)N2C)cc1OC (stereo not given)	1	-9	-16	8	4	-2	-1	3	15
CCN(CC)c1ccc(/C=N/NC(=O)CN2CCCc3ccccc32)cc1	-7	24	-3	17	-2	-2	4	23	-412
O=C(O)c1cc(=O)[nH]c2c(Cl)cccc12	1	-13	6	9	5	1	6	-8	-75
Cc1ccc2nc(-c3ccc(NC(=O)CSc4nc(N)cc(=O)[nH]4)cc3)sc2c1	-46	-18	-9	-1	10	17	2	-6	-418
COc1cc(C(=O)Nc2c(C)cc(C)cc2C)c(-n2cnnn2)cc1OC	0	5	-6	4	-2	3	5	9	4
CCN1C(=O)[C@H]2[C@@H](c3ccc(-c4ccc(C(C)=O)cc4)cc3)N3CCC[C@@]3(C(=O)OC)[C@H]2C1=O	1	20	0	5	-3	5	4	3	-16
CC(C)(C)N(CC(=O)NC1CCCCC1)C(=O)CS(=O)CC(=O)Nc1ccc(F)cc1 (stereo not given)	0	-5	-9	6	5	15	-3	3	7
O=C(Cc1ccc(NC2=NC3CS(=O)(=O)CC3S2)cc1)N1CCN(c2ccc(F)cc2)CC1 (stereo not given)	0	-3	-5	19	7	0	-3	-4	4
CCc1nnc(NC(=O)CN2C(=O)N(C)C3(CCCCC3)C2=O)s1	0	-2	0	9	-13	11	-5	-25	14
COc1ccc(Cl)cc1NC(=O)CN(C)CC(=O)Nc1ccc(C)cc1Br	0	19	5	15	-1	-2	-10	4	22
